Source: PubChem BioAssay
GPR35 antagonists: GPR35 antagonists blocking zaprinast-driven arrestin recruitment, primary screen, imaging, U2OS, beta-arrestin-GFP, zaprinast agonist (AID 2058); G-protein coupled receptor 35 (Homo sapiens); U2OS GPR35 beta-arrestin-GFP translocation imaging, zaprinast antagonism; higher % means a stronger effect; inhibition, % at 10 µM; hits with a dose series show IC50 in µM; actives 0.052% (n = 290,000);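 active means inhibition of at least 50% with at least 30 cells and total cytoplasm GFP at most 10,000,000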
Siah-1 displacement: Siah-1 peptide-binding antagonists, primary screen, biochemical, fluorescence polarization, rhodamine-plectin, uHTS (AID 1817); E3 ubiquitin-protein ligase SIAH1 (Homo sapiens); Siah-1 / rhodamine-plectin peptide fluorescence polarization; higher % means a stronger effect; displacement, % at 20 µM, or IC50 in µM where a hit was titrated; actives 0.02% (n = 290,000);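 active means displacement of at least 50% at 20 µM, with a fluorescence ratio check between 0.3 and a set limit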;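 further: plate controls were Siah plus tracer with DMSO for no effect and tracer alone without Siah for full effect; strong numbers were not always called active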
GPR55 activation: GPR55 agonists via beta-arrestin recruitment, primary screen, imaging, U2OS cells, beta-arrestin-GFP redistribution (AID 1961); G-protein coupled receptor 55 (Homo sapiens); activation, % at 10 µM; hits with a dose series show EC50 in µM; U2OS GPR55 beta-arrestin-GFP redistribution imaging; higher % means a stronger effect; actives 0.048% (n = 290,000);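 active means activation above 40% with more than 50 cells counted in the well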;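 further: U2OS osteosarcoma cells stably expressing GPR55 and beta-arrestin-GFP; plate controls were DMSO negative control for no effect and LPI positive control for full effect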
NOD1 NF-kB reporter: NOD1 signaling inhibitors, primary screen, cell-based, luminescence, uHTS (AID 1578) | NOD1-driven NF-kB luciferase reporter cells, luminescence; higher % means a stronger effect | inhibition, % at 4 µM; hits with a dose series show EC50 in µM | actives 1% (n = 290,000); in the data active means inhibition mostly above about 36%, no sharp cut-off; inactive means mostly below about 34%;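 further: HEK-293T reporter cells stimulated with the NOD1 agonist gamma-tri-DAP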
GPR55 antagonists: GPR55 antagonists blocking LPI-driven arrestin recruitment, primary screen, imaging, U2OS, beta-arrestin-GFP, LPI agonist (AID 2013) | G-protein coupled receptor 55 (Homo sapiens) | U2OS GPR55 beta-arrestin-GFP translocation imaging, LPI antagonism; higher % means a stronger effect | one-dose inhibition, % at 10 µM; IC50 in µM for titrated hits | actives 0.13% (n = 290,000);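 active means spots per cell inhibited over 60%, with over 100 cells counted and total cytoplasm intensity under 500,000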;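 further: U2OS cells stably carrying GPR55 and arrestin-GFP stimulated by 5 µM LPI near EC80; imaged beta-arrestin-GFP aggregate spots per cell after agonist stimulation; plate controls were LPI-stimulated DMSO wells for no effect and DMSO wells without LPI for full effect; some results filed as inactive read as strong as hits; confirmed hits need IC50 under 10 µM and bright autofluorescent wells are also inconclusive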
KOR beta-arrestin-1: KOR agonists, beta-arrestin recruitment, primary screen, cell-based, luminescence, uHTS (AID 1777) | activation, % at 10 µM; hits with a dose series show EC50 in µM | Kappa-type opioid receptor (Homo sapiens) | actives 0.02% (n = 280,000) | KOR beta-arrestin recruitment, luminescence; higher % means a stronger effect; in the data active means activation above about 50%, passing the limit was not always enough; further: a part of the inactive calls stands beside numbers as strong as those of hits
HIV fusion peptide: inhibitors of HIV fusion peptide binding, primary screen, biochemical, uHTS, fluorescence dequenching (AID 1986); cell-free peptide binding, fluorescence dequenching, 30 min; higher % means a stronger effect; inhibition, % at 20 µM, or IC50 in µM where a hit was titrated; actives 0.3% (n = 290,000); in the data active means inhibition mostly above about 52%, no sharp cut-off; inactive means mostly below about 76%; further: some results filed as inactive read as strong as hits
KOR beta-arrestin-2: KOR antagonists, beta-arrestin recruitment, cell-based, luminescence, uHTS (AID 1778). actives 0.091% (n = 290,000). KOR beta-arrestin recruitment, luminescence, antagonist mode; higher % means a stronger effect. Kappa-type opioid receptor (Homo sapiens). inhibition, % at 10 µM, or IC50 in µM where a hit was titrated; in the data active means inhibition above about 50%; further: strong numbers were not always called active
AID2073: inhibitors of Mint1-CaV2.2 protein interaction, biochemical, HTRF (AID 2073); HTRF protein-protein interaction, Mint1-CaV2.2; higher % means a stronger effect; inhibition, % at 20 µM, or IC50 in µM where a hit was titrated; actives 0.19% (n = 290,000); in the data active means inhibition mostly above about 51%, no sharp cut-off; further: some results filed as inactive read as strong as hits
An asterisk follows results filed as active; x = not tested or not shown; [ ] = remark or other dose.

SMILES	GPR35 antagonists	Siah-1 displacement	GPR55 activation	NOD1 NF-kB reporter	GPR55 antagonists	KOR beta-arrestin-1	HIV fusion peptide	KOR beta-arrestin-2	AID2073
CC(C)(C)NC(=O)C(c1ccc(O)cc1)N(C(=O)CCC(=O)Nc1nccs1)c1ccccc1F (configuration not stated)	6.3%	3.8%	-0.2%	-12.5%	12.5%	-0.5%	-1.3%	-1.8%	26.6%
O=C(CSC1=NCCN1)C1COc2ccccc2O1 (configuration not stated)	4.9%	2.2%	-0.2%	2.9%	-3.3%	40.7%	0.7%	4.1%	10.2%
CC1CC(C)CN(C(=O)Cn2c(-c3nonc3N)nc3ccccc32)C1 (configuration not stated)	9.5%	5.9%	0.4%	-5.6%	-3.5%	x	-0.1%	x	3.6%
O=C(COc1ccc(S(=O)(=O)N2CCOCC2)cc1)Nc1ccc(Cl)c(C(F)(F)F)c1	-8.5%	0.1%	-0.1%	-12.1%	-2.0%	3.7%	1.8%	-31.8%	-4.3%
O=C(/C=C/c1ccccc1)NC(=S)Nc1ccccc1C(=O)NC1CCCCC1	1.4%	2.8%	-0.1%	1.6%	16.7%	4.3%	-2.9%	-64.6%	6.0%
O=c1oc2ccccc2c2oc3cc(O)c(O)cc3c12	3.1%	54.4%	-0.1%	-7.0%	-9.8%	-1.1%	26.4%	4.5%	20.0%
Cc1ccnc(Cc2ccccc2)n1	-10.1%	4.3%	0.3%	-4.5%	12.9%	5.1%	-0.8%	-4.8%	5.7%
S=C(NCCCNC(=S)Nc1ccccc1)Nc1ccccc1	6.8%	-0.4%	-0.3%	9.7%	-2.1%	-0.5%	-0.2%	12.4%	-28.4%
COc1ccc(CN(C)C(=O)c2ccccc2Sc2ccccc2C#N)c(OC)c1	4.7%	10.4%	0.0%	-19.3%	-0.9%	2.9%	-0.9%	-5.6%	-13.3%
CCc1ncc(C(O)c2cccc3ccccc23)n1C (configuration not stated)	4.5%	5.3%	-0.1%	2.3%	10.3%	6.3%	1.0%	-6.4%	-6.7%
CC(C)(Oc1ccc(Cl)cc1)C(=O)NCc1ccc(S(N)(=O)=O)cc1	-9.4%	18.1%	-0.9%	-34.3%	10.7%	-2.4%	-0.7%	-19.3%	17.9%
COc1ccccc1C(=O)NCc1ccco1	1.2%	6.8%	-0.2%	-18.7%	-2.5%	-0.2%	3.4%	-9.6%	4.7%
Cc1ccccc1NC(=S)N(C)C1(c2ccccc2Cl)CCCCC1=O (configuration not stated)	5.3%	4.9%	-0.2%	6.3%	-2.7%	1.7%	-3.4%	-6.5%	-5.1%
COc1ccccc1OCC(=O)N1CCN(c2ccccc2OC)CC1	3.6%	-2.1%	-0.1%	16.3%	-12.1%	7.6%	2.7%	1.7%	3.3%
CC(C)c1ccccc1N1CC(C(=O)O)CC1=O (configuration not stated)	-1.0%	0.8%	-0.3%	-16.3%	-15.5%	-2.8%	-1.3%	-16.1%	-7.0%
CCOc1ccc(NC(=O)CSCC(=O)O)cc1	4.3%	-5.5%	-0.1%	4.1%	6.8%	-2.8%	-1.2%	-14.5%	-0.7%
COc1ccc(Cl)cc1C(=O)Nc1ccc(NC(=O)c2ccco2)cc1	8.6%	4.9%	-0.2%	-21.2%	3.4%	x	-0.4%	32.8%	1.8%
CC1CN(C/C(=N\O)C23CC4CC(CC(C4)C2)C3)CC(C)O1 (configuration not stated)	3.9%	2.9%	0.3%	-13.1%	7.5%	2.5%	1.2%	-27.0%	8.8%
CC1=CC(c2ccccc2)n2nc(N3C(=O)c4ccccc4C3=O)nc2N1 (configuration not stated)	-3.2%	2.9%	-0.1%	-6.3%	16.6%	-0.1%	8.9%	29.0%	2.1%
O=C(Nc1ccc(Cl)cc1)OCCn1nnnc1C(c1ccccc1Cl)N1CCOCC1 (configuration not stated)	-4.4%	-1.7%	0.6%	-3.2%	14.7%	5.1%	0.3%	-18.8%	-4.4%
Cc1ccc2[nH]c(=O)c(CN(Cc3ccco3)C(=O)c3ccncc3)cc2c1	7.4%	2.6%	-0.2%	8.9%	-1.0%	-1.2%	1.2%	19.9%	26.1%
O=C(COc1cccc2ccccc12)NNC(=O)C1CCCO1 (configuration not stated)	-11.8%	-0.7%	-0.1%	-25.4%	1.5%	3.1%	-0.3%	-12.6%	4.4%
COc1ccccc1CNC(=O)c1cc(C)nn1-c1ccccc1	-10.4%	0.8%	-0.1%	3.6%	15.6%	0.2%	1.2%	-20.5%	12.6%
CC1N(O)C(C)(C)C(c2ccccc2)=[N+]1[O-] (configuration not stated)	0.3%	-2.2%	-0.2%	-22.2%	3.8%	14.0%	-3.4%	24.0%	5.0%
O=C(/C=C/c1c(F)cccc1Cl)Nc1nn[nH]n1	8.2%	5.3%	0.2%	-38.5%	5.8%	-4.2%	-0.5%	-26.8%[20 µM]	-4.0%
The results go on:
SMILES	GPR35 antagonists	Siah-1 displacement	GPR55 activation	NOD1 NF-kB reporter	GPR55 antagonists	KOR beta-arrestin-1	HIV fusion peptide	KOR beta-arrestin-2	AID2073
CC(=O)NC(NC(=S)Nc1ccc(N=Nc2ccccc2C)cc1C)C(Cl)(Cl)Cl (configuration not stated)	-2.4%	-3.7%	0.0%	-18.1%	0.0%	1.8%	0.1%	-50.0%	-18.5%
O=C(Nc1ccc(Br)cc1)c1ccc(N2C(=O)C3CCCCC3C2=O)cc1 (configuration not stated)	-7.6%	-1.0%	-0.1%	-38.5%	0.3%	0.1%	-1.2%	-18.2%	17.9%
Cn1ccc(O)c(C#N)c1=O	13.5%	-3.3%	0.1%	-13.0%	2.7%	0.6%	-1.4%	6.2%	1.0%
Cc1ccc2c(c1)Oc1ccc(NC(=O)CCl)cc1C(=O)N2	7.3%	-0.9%	-0.1%	103.2%*	-0.1%	1.0%	0.9%	-37.0%	-7.1%
CC(=O)N(C(C)=O)S(=O)(=O)c1ccc(N=NN2CCCCC2)cc1	-7.2%	0.5%	-0.4%	-4.9%	1.0%	3.0%	-0.1%	-34.8%	3.9%
CC(C)N(C(=O)Cn1c(-c2cccnc2)ccc(C#N)c1=O)C(C)C	7.8%	2.9%	-0.2%	-12.3%	3.6%	-4.1%	-0.8%	-40.7%[20 µM]	18.5%
CCOc1ccc(N/C(N)=N/c2nc(C)cc(C)n2)cc1	-6.3%	1.5%	0.3%	-34.6%	10.8%	-5.2%	0.5%	-14.7%	8.8%
C=CCSc1nc2c(c(=O)[nH]1)C(c1ccccc1)C(C#N)=C(N)O2 (configuration not stated)	-1.4%	-3.6%	-0.1%	12.9%	2.1%	-3.2%	1.6%	19.3%	-6.9%
COc1ccc(NC(=O)CSc2nc(O)cc(=O)[nH]2)c(OC)c1	-6.3%	-1.8%	0.0%	-1.7%	-6.9%	2.0%	-1.2%	13.7%	-16.5%
COc1ccc(/C=N/N=C/c2ccc(OC)c(OC)c2)cc1OC	0.5%	-3.2%	0.0%	-14.1%	1.0%	-0.2%	1.0%	-3.7%	27.3%
CCOc1ccc(C(=O)N/N=C(/C)C2C(=O)c3ccccc3C2=O)cc1	6.4%	-0.8%	0.0%	-1.0%	4.4%	2.5%	5.6%	3.5%	3.7%
CCN(CC)S(=O)(=O)c1ccc(S(=O)(=O)N2CCCC2C(=O)O)cc1 (configuration not stated)	-0.4%	-0.6%	-0.2%	15.8%	-6.4%	-5.9%	-0.9%	-66.8%	-16.2%
CC(=O)c1ccc(NC(=O)c2noc3c2CCCCC3)cc1	-1.3%	-1.5%	0.2%	-49.3%	-3.9%	-4.2%	0.9%	13.3%	1.1%
Cn1c(SCC(=O)N2CCN(c3ccccc3)CC2)nnc1-c1ccco1	12.7%	0.2%	-0.2%	x	-4.9%	-3.8%	-3.7%	-2.2%	-2.5%
O=C(NCc1ccccc1Cl)c1ccc2c(c1)OCO2	-2.2%	-4.5%	0.3%	-38.1%	22.0%	-0.4%	-1.4%	14.6%	-4.1%
CCn1c(=N)n(CCOc2ccc(OC)cc2)c2ccccc21	10.2%	-2.1%	-0.2%	-3.5%	7.8%	-1.6%	-2.3%	-12.0%	-2.8%
COc1ccc(/C=N\NC(=O)c2ccc(F)cc2)cc1COc1cc(F)ccc1[N+](=O)[O-]	14.2%	10.5%	-0.1%	18.1%	-11.5%	4.8%	-0.8%	-20.4%	17.0%
CCN1C(=O)C(CC(=O)Nc2ccc(F)cc2)N(Cc2cccs2)C1=S (configuration not stated)	21.6%	-8.1%	-0.1%	19.1%	8.9%	-10.0%	-0.3%	-24.4%[20 µM]	-7.3%
CCC1Oc2nc(SC)nnc2-c2ccccc2N1C(=O)c1ccccc1 (configuration not stated)	5.4%	-2.6%	-0.2%	-24.9%	-3.7%	0.4%	2.5%	-14.5%	24.2%
NC(=O)CSC1=Nc2ccccc2C2=NC(c3ccccc3)C(=O)N12 (configuration not stated)	-15.5%	-2.7%	0.2%	-22.4%	11.3%	2.6%	1.4%	-9.5%	-11.4%

Random excerpt: 5 entries already listed.
SMILES	GPR35 antagonists	Siah-1 displacement	GPR55 activation	NOD1 NF-kB reporter	GPR55 antagonists	KOR beta-arrestin-1	HIV fusion peptide	KOR beta-arrestin-2	AID2073
CC(=O)NC(NC(=S)Nc1ccc(N=Nc2ccccc2C)cc1C)C(Cl)(Cl)Cl (configuration not stated)	-2.4%	-3.7%	0.0%	-18.1%	0.0%	1.8%	0.1%	-50.0%	-18.5%
CCN1C(=O)C(CC(=O)Nc2ccc(F)cc2)N(Cc2cccs2)C1=S (configuration not stated)	21.6%	-8.1%	-0.1%	19.1%	8.9%	-10.0%	-0.3%	-24.4%[20 µM]	-7.3%
O=C(NCc1ccccc1Cl)c1ccc2c(c1)OCO2	-2.2%	-4.5%	0.3%	-38.1%	22.0%	-0.4%	-1.4%	14.6%	-4.1%
CCOc1ccc(C(=O)N/N=C(/C)C2C(=O)c3ccccc3C2=O)cc1	6.4%	-0.8%	0.0%	-1.0%	4.4%	2.5%	5.6%	3.5%	3.7%
CC(=O)N(C(C)=O)S(=O)(=O)c1ccc(N=NN2CCCCC2)cc1	-7.2%	0.5%	-0.4%	-4.9%	1.0%	3.0%	-0.1%	-34.8%	3.9%

An excerpt (hit frequency here may not be typical).
